JMJD2A Tudor – blocks the human JMJD2A Tudor domain | O75164 | AlphaScreen JMJD2A-Tudor / H3K4me3 peptide binding | Potency, µM (highest dose often 114 µM), without a hit: at the top dose activity change, negative = inhibition, actives largely listed as inhibitors | 390,000 compounds, 4.4% hits | AID 504339; also: % is scaled to controls: 0 for no effect and ±100 for the full control effect; nearly all actives have a fitted effect of over 50% in size
HP1b chromo inh – HP1-beta chromodomain-methylated histone interaction inhibition. AID 540317. 390,000 compounds, 0.56% hits. AlphaScreen HP1-beta / biotin-H3K9me3 peptide binding. P83916. Potency, µM (highest dose often 114 µM), for the others: top-dose activity change, negative = inhibition, actives largely listed as inhibitors; also: nearly all actives have a fitted effect of over 70% in size; inactives centre near 23
Target sequence (P83916 whole entry, looked up): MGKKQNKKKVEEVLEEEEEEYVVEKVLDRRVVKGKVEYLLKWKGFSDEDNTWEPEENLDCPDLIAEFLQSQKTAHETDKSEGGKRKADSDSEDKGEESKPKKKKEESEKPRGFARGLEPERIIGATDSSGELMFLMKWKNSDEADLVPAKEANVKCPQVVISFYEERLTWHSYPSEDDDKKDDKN
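Compound inhibition of the preformed complex between 50 nM HP1-beta and 50 nM biotinylated H3K9me3 peptide was read by AlphaScreen. Buffer was PBS pH 7.4 with 0.01% Tween-20. Incubations ran 30 min at room temperature, with 10 ug/mL donor/acceptor beads.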
BLM inh – inhibitors of human Bloom syndrome helicase BLM. P54132. recombinant BLM DNA unwinding, fluorescence dequenching. Potency, µM (top dose mostly 56.1 µM), for inactives: at the highest dose activity change, negative = inhibition, usual class: inhibitors. 350,000 compounds, 0.2% hits;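 also: plate controls were vehicle for no effect and no enzyme for full effect; nearly all actives have a fitted effect of over 35% in size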
BAZ2B inh – BAZ2B (human) inhibition; AlphaScreen BAZ2B-H3K14Ac peptide displacement; Potency, µM (doses to about 114 µM), inactives show at the top dose activity change, negative = inhibition, most hits filed as inhibitors; AID 504333; 360,000 compounds, 4.4% hits; also: % is scaled to controls: 0 for no effect and ±100 for the full control effect; nearly all actives have a fitted effect of over 60% in size
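BAZ2B (50 nM) with biotin-H3(5-23)K14Ac peptide (50 nM) in PBS pH 7.4, 0.01% Tween-20, preformed 30 min, then compound 30 min at room temperature; top concentration 110uM. AlphaScreen streptavidin donor/nickel chelate acceptor beads (10 ug/mL final), 20 min dark, signal read.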
Pin1 inhibitor – blocks the human prolyl isomerase Pin1; 390,000 compounds, 0.009% hits; Q13526; Pin1 FP peptide displacement, HiFluor488, 10 min; Potency, µM (doses to about 115 µM), for the others: top-dose activity, negative = inhibition, usual class: inhibitors; active = well fitted inhibition curve with a large enough effect in the polarisation, with a control signal flat, not every such curve was filed as active; inconclusive = small, poorly fitted or top-dose-only effect, or effect the other way, or a change in a side signal; inactive = no such curve, though single readings can be large or run the other way; the % refers to the polarisation; also: % is scaled to controls: 0 for no effect and ±100 for the full control effect
PGK inhibitor – blocks T. brucei phosphoglycerate kinase | 380,000 compounds, 0.043% hits | PGK/GAPDH coupled, Kinase-Glo luminescence, 60 min | AID 602233 | P07378 | Potency, µM (doses to about 57.5 µM), inactives show at the top dose activity change, negative = inhibition, usual class: inhibitors; also: % is scaled to controls: 0 for no effect and ±100 for the full control effect; nearly all actives have a fitted effect of over 60% in size
Target sequence (P07378 whole entry, looked up): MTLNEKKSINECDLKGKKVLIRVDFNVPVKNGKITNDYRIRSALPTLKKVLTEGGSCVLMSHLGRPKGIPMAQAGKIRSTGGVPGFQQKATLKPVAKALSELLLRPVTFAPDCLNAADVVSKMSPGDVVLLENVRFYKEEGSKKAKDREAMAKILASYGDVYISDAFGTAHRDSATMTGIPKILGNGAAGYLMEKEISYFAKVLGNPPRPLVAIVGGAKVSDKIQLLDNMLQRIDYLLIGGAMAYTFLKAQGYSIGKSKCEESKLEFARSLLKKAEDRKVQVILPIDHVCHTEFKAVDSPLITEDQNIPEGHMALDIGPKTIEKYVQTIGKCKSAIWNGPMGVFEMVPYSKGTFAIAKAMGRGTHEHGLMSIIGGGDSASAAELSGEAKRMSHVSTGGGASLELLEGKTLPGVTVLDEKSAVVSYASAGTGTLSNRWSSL
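Luminescent ATP detection (Kinase-Glo Plus) follows a 60-minute room-temperature incubation, with wells lacking PGK as controls. Buffer: 100 mM TEA (pH 7.6), 5 mM MgCl2, 0.01% Tween-20. Coupling enzyme GAPDH (100 nM final) supplies unstable 1,3-BPG in-well.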
G9a block – blocks human histone lysine methyltransferase G9a. G9a H3K9 monomethylation, AlphaScreen, 2 h. Q96KQ7. 350,000 compounds, 8.8% hits. AID 504332. Potency, µM (highest dose often 102 µM), for inactives: at the highest dose activity, negative = inhibition, most hits filed as inhibitors; also: % is scaled to controls: 0 for no effect and ±100 for the full control effect; nearly all actives have a fitted effect of over 75% in size
Target sequence (Q96KQ7 913-1193 limits assumed): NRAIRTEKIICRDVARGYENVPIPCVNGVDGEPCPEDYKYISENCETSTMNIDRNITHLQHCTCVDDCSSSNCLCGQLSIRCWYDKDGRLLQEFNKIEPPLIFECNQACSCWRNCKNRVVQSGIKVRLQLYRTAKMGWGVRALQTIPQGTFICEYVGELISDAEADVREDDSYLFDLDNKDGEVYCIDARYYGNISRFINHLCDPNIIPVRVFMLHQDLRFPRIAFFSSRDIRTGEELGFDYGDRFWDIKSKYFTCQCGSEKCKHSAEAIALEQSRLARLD
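G9a (20 nM) preincubated 15 min RT with compounds, then 500 nM biotinylated H3K9 peptide and 20 uM SAM added; 2 h RT reaction. Monomethyl-H3K9 product detected by AlphaScreen with anti-H3K9me1 antibody, streptavidin donor and anti-rabbit IgG acceptor beads.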
GLS inh – glutaminase GLS (human) inhibition | O94925 | GLS enzymatic activity, qHTS titration | Potency, µM (highest dose often 45.5 µM), without a hit: at the highest dose activity change, negative = inhibition, most hits filed as inhibitors | 410,000 compounds, 0.21% hits | AID 624170; also: % is scaled to controls: 0 for no effect and ±100 for the full control effect
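Two-point fluorescence kinetic (t0, 30 min RT) for hKGA; glutamate detected via glutamate oxidase–HRP–Amplex Red. Substrate: 1 mM L-glutamine solution; buffer 45 mM KH2PO4, pH 8.2.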
POLI inh – blocks human DNA polymerase iota activity; Q9UNA4; Pol iota fluorescent replication assay, 10 min; Potency, µM (highest dose often 115 µM), for inactives: at the top dose activity, negative = inhibition, actives largely listed as inhibitors; 390,000 compounds, 1% hits; AID 588590
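Pol iota at 10 nM preincubated 15 min with compounds at room temperature; reaction started with fluorescent substrate, 50 nM final. Fluorescence read kinetically at 0 and 10 min; buffer-only wells as negative control.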
Active calls of the source: *; i = inactive; ? = inconclusive; · = not tested or not shown; & = joins results of further samples; [ ] = another dose, or the depositor's remark. Unless noted, calls follow the shape of the dose curve; as a rule, active = well fitted curve in the direction sought with a large enough effect; inconclusive = small, poorly fitted or top-dose-only effect, or another doubt; inactive = no such curve, though single readings can be large; an effect the other way counts as inactive or inconclusive. Potency is read from the fitted curve at half-maximal effect. Not all compounds are listed (hit frequency here may not be typical).

SMILES	JMJD2A Tudor	HP1b chromo inh	BLM inh	BAZ2B inh	Pin1 inhibitor	PGK inhibitor	G9a block	GLS inh	POLI inh
CCOc1ccc(NC(=O)CSc2nccn(-c3ccc4c(c3)OCCO4)c2=O)cc1	-26%	10%	·	-29%	9%	-6%	?	0%	?
CCOC(=O)c1ccc(NC(=O)Cn2cnc3sc(C(=O)OCC)c(C)c3c2=O)cc1	-16%	0%	-2%	1%	-2%	3%	-1%[59 µM]	15%	-6%
Cc1ccc(-c2nnc3ccccc3c2C(=O)Nc2ccccc2F)cc1	-4%	19%	-1%	-13%	-4%	0%	4%[59 µM]	6%	1%
Fc1ccccc1Cc1noc(CN2CCN(Cc3ccc4c(c3)OCO4)CC2)n1	-12%	22%	-2%	-5%	0%	4%	-9%	2%	23%
CSc1nnc2c(=O)[nH]c(=O)n(C)c2n1	-4%	11%	·	·	1%	-8%	·	-21%	18%
COc1cc(OC)cc(C(=O)O/N=C(\N)c2ccccn2)c1	-16%	48%[activator]	-12%	-3%	-8%	-2%	·	-6%	19%
COc1cc(OC)c2c(-c3cccc(-c4ccc(N(C)C)cc4)c3)cc(=O)oc2c1	10µM*	?	-2%[75.6 µM]	·	12%	-3%	8.9µM*	19%	9%
Cn1cc(C(=O)c2ccc(Cl)cc2Cl)cc1C(=O)N/N=C(\N)COc1cccc(C(F)(F)F)c1	?	33%	-15%	-3%	?	0%	13%[2.33 µM]	-3%	0%
CC1C(=O)Nc2ccccc2N1C(=O)c1ccc(F)cc1 (configuration not stated)	-7%	73%[activator]	1%	5%	-12%	-5%	-50%[2.33 µM]	-7%	-2%
CCCC(=O)NC(c1ccc(Cl)cc1)c1ccc2cccnc2c1O (configuration not stated)	-13%	52%[activator]	-5%	-7%	-1%	0%	32%	-15%	10%
CC(=O)C[C@@H](O)CC(=O)[C@@H]1OC(=O)CCCCCCCCc2ccccc21	-12%	39%	·	·	4%	1%	·	-3%	32%[activator]
O=S(=O)(N1CCCCC1)N1CCNCC1	?	15%	-4%	8%	0%	-2%	47%[59 µM]	16µM*	10%
Cc1oc(-c2ccc(C(=O)NCc3ccccc3)cc2)nc1CS(=O)(=O)c1ccccc1	-26%	1%	-6%	-10%	23%	6%	-29%[59 µM]	-6%	1%
CC(=O)c1cccc(NC(=O)COC(=O)CCC(=O)c2cccs2)c1	-10%	5%	·	-3%	3%	2%	10%[0.501 µM]	4%	131%[activator]
CCC(C)(C)n1nnnc1C(c1cc2cccc(C)c2[nH]c1=O)N1CCCC1 (configuration not stated)	-31%	12%	-4%	-28%	8%	1%	11µM*	-1%	35%[activator]
C#Cc1cccc(C(=O)N2CCCC(C(=O)c3ccc(OC)cc3C)C2)c1 (configuration not stated)	-3%	23%	-2%	-3%	1%	7%	51%	3%	16%
COc1ccc(CCNC(=O)c2csc3c2CCCC3)cc1OC	-7%	23%	-3%	-22%	1%	i	9%	-8%	-1%
O=S(=O)(Cc1cc(NCc2ccccc2)nc(-c2ccccn2)n1)c1ccccc1	-30%	18%	0%	?	-3%	4%	7%	1%	22%
Cc1onc(-c2ccccc2Cl)c1C(=O)NCc1nc(-c2ccc(C(F)(F)F)cc2)no1	1%	45%[activator]	-12%	-1%	4%	7%	·	5%	-3%
CC(OC(=O)/C=C/c1ccc2ccccc2n1)C(=O)N(C)c1ccccc1 (configuration not stated)	-18%	9%	·	7%	3%	0%	7%[12.7 µM]	0%	12%
COc1ccc(C)cc1NC(=O)NCc1ccccn1	-7%	26%	1%	-14%	-2%	i	2%	0%	8%
S=c1[nH]nc(-c2ccco2)n1/N=C/c1cccc(Cl)c1	79µM*	18%	-3%	-18%	-10%	6%	0.71µM*	-10%	117%[activator]
O=C(Cc1cccs1)Nc1cccc(-c2nnc(-c3ccco3)o2)c1	-15%	35%	-3%	-5%	10%	i	10%[59 µM]	8%	1%
O=C(Nc1ccccc1)N1CCN(Cc2ccc3c(c2)OCO3)CC1	-32%	5%	-3%	-5%	?	9%	8%	0%	18%
CCOC(=O)C1CCCN(c2ncnc3c2oc2ccccc23)C1 (configuration not stated)	-17%	34%	2%	-35%	2%	-3%	?	8%	3%
SMILES	JMJD2A Tudor	HP1b chromo inh	BLM inh	BAZ2B inh	Pin1 inhibitor	PGK inhibitor	G9a block	GLS inh	POLI inh
O=C(CN(C(=O)CCC(=O)Nc1nccs1)c1cccc(F)c1)NCc1ccc2c(c1)OCO2	-6%	1%	-3%	3%	11%	-1%	10%	-13%	7%
CCOC(=O)c1ccc(NC(=O)CSc2nnnn2CCCO)cc1	-5%	32%	-3%	2%	8%	-6%	-31%[59 µM]	-4%	-3%
CC(=O)Nc1nonc1-c1nnc(SCc2ccccc2C)n1C	-8%	27%	1%	-12%	1%	1%	-2%[59 µM]	9%	20%
COc1ccc([C@H](OC)[C@@]2(Cc3ccc(O)cc3)N=C(N)N(C)C2=O)cc1	-22%	32%	·	2%	-9%	-12%	-4%[0.501 µM]	21%	6%
COC(=O)c1sccc1NC(=O)/C=C/c1c(Cl)cccc1Cl	4%	28%	-1%	8%	11%	i	13%[12.7 µM]	2%	2%
O=S1(=O)CCN2C(=N1)SC1=C2CCN(Cc2ccccc2)C1	-18%[11.4 µM]	26%	2%	9%	-2%	-5%	20µM*	-13%	-3%
CCc1c(C)c2ccc(OCC(=O)NCC3CCC(C(=O)O)CC3)c(C)c2oc1=O (configuration not stated)	-20%	33%	1%	-22%	-4%	1%	15%	4%	16%
COc1ccc2c(c1)C(=O)[C@@H](O)[C@H](c1ccc(OC)c(Br)c1)O2	2%	66%[activator]	-1%&-2%	89µM*	7%	-1%	-3%	0%	42%[activator]
COC(=O)[C@@H](NC(=O)c1ccc2c(c1)S(=O)(=O)c1ccccc1C2=O)C(C)C	-27%	-17%	-1%	-2%	-6%	-6%	7%	47%[activator]	51%[activator]
Brc1ccc(-c2nnc(-c3cccnc3)o2)cc1	-2%	12%	·	·	3%	1%	·	1%	-8%[58.9 µM]
O=C1c2ccccc2C(=O)N1c1ccccc1	-14%	23%	·	·	-7%	-5%	·	7%	24%
O=C(COC(=O)C12CC3CC(CC(Br)(C3)C1)C2)NNC(=O)c1ccccc1	-4%	39%[activator]	·	10%	-10%	-3%	?	-1%	-2%
CCc1cc(C(=O)OC)c(NC(=O)CC2NCCNC2=O)s1 (configuration not stated)	-19%	6%	0%	5%	2%	i	6%[12.7 µM]	0%	15%
CCS(=O)(=O)c1c(S(=O)(=O)CC)c2ccccn2c1C(N)=O	-4%	72%[activator]	-5%	-2%	-3%	0%	12%	-14%	18%
Cc1ccccc1-n1c(SCC(=O)Nc2c(C)cccc2C)nc(O)cc1=O	6%	20%	-3%	1%	18%	-9%	11%[12.7 µM]	-3%	36%[activator]
Cc1ccccc1C(=O)Nc1nnc(-c2ccco2)o1	50µM*	39%	-2%	50µM*	0%	-7%	-13%[59 µM]	0%	78%[activator]
O=C1NC(=O)/C(=C/c2ccc(-c3cccc([N+](=O)[O-])c3)o2)S1	?	-8%	?	?	-3%	?	·	195%[activator]	?
Cc1ccc(-c2nc3ncccc3o2)cc1NC(=O)COc1ccccc1	-2%	24%	-5%	-1%	-4%	1%	17%	15%	21%
CCOCCn1c(=NC(=O)CSCC(=O)Nc2cc(C)on2)sc2cc(OC)ccc21	-8%	31%	1%	-3%	0%	4%	·	-1%	42%[activator]
Cc1ccc(OCCCSc2nc(-c3ccc(C(C)(C)C)cc3)nc3cc(=O)[nH]n23)cc1C	25µM*	?	-20%	45µM*	?	-9%	0%[59 µM]	-10%	1%
Cc1ccc(NS(=O)(=O)c2cc(C(=O)N(C)C3CCN(C)CC3)ccc2Cl)cc1Cl	-23%	14%	·	·	2%	i	·	3%	-1%
CCOC(=O)c1[nH]c2ccccc2c1NC(=O)NC(C)C	-7%	11%	0%	2%	4%	8%	1%[12.7 µM]	?	33%[activator]
COc1cccc(C2CC(c3cccs3)=NN2C(=O)CSc2nc3ccccc3o2)c1OC (configuration not stated)	-11%	10%	-2%	-22%	2%	-4%	7%[59 µM]	3%	8%

Quoted at random: 5 compounds from above.
SMILES	JMJD2A Tudor	HP1b chromo inh	BLM inh	BAZ2B inh	Pin1 inhibitor	PGK inhibitor	G9a block	GLS inh	POLI inh
CCOC(=O)c1[nH]c2ccccc2c1NC(=O)NC(C)C	-7%	11%	0%	2%	4%	8%	1%[12.7 µM]	?	33%[activator]
COc1ccc([C@H](OC)[C@@]2(Cc3ccc(O)cc3)N=C(N)N(C)C2=O)cc1	-22%	32%	·	2%	-9%	-12%	-4%[0.501 µM]	21%	6%
O=C1c2ccccc2C(=O)N1c1ccccc1	-14%	23%	·	·	-7%	-5%	·	7%	24%
CCOC(=O)c1ccc(NC(=O)CSc2nnnn2CCCO)cc1	-5%	32%	-3%	2%	8%	-6%	-31%[59 µM]	-4%	-3%
COC(=O)[C@@H](NC(=O)c1ccc2c(c1)S(=O)(=O)c1ccccc1C2=O)C(C)C	-27%	-17%	-1%	-2%	-6%	-6%	7%	47%[activator]	51%[activator]

Screening results as filed in PubChem BioAssay.
